PMI activator: activators of human PMI, primary screen, biochemical, fluorescence intensity, near-Km mannose 6-phosphate | purified human PMI, coupled resazurin fluorescence, 20 min; active compounds read high; 1 = vehicle control, 0 substrate-free wells | activation factor at 20 µM | hit rate 0.005% among 190,000 | AID 1214, 2008;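 active means activation factor of 2 or more at 20 µM, relative to plate controls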
Target sequence (P34949 whole entry, looked up): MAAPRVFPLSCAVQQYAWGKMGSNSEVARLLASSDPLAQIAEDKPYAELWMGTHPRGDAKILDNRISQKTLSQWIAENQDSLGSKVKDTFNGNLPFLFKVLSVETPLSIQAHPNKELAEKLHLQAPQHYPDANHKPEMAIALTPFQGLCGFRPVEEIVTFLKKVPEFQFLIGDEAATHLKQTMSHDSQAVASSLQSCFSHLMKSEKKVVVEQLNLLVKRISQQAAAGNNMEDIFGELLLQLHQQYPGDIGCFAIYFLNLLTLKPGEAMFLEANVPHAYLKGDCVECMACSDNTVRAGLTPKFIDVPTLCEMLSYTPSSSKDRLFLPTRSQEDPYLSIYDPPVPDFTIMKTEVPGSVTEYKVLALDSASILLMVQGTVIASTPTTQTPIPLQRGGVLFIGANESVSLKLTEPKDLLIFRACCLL
bIAP act: bovine intestinal alkaline phosphatase activators, primary screen, biochemical, bovine IAP, CDP-star luminescence; alkaline phosphatase, intestinal [Bos taurus]; purified bovine IAP, 30 min; active compounds read high; fold of DMSO-control signal, blank-subtracted; activation factor at 20 µM; hit rate 0.17% among 200,000; AID 1016, 2008;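 active means activation factor of 2 or more at 20 µM, a signal rise over negative controls twice the positive control's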
TNAP inh hi DEA: human TNAP enzyme inhibitors, primary screen, biochemical, luminescent, high phosphate acceptor level, uHTS. purified TNAP, CDP-star luminescence, 1 M DEA. hit rate 0.03% among 200,000. inhibition, % at 20 µM. Alkaline phosphatase, tissue-nonspecific isozyme (Homo sapiens), P05186;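 active means over 50% inhibition of tissue-nonspecific alkaline phosphatase at 20 µM in the single-dose screen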;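 further: plate controls were DMSO wells for no effect and EDTA-quenched wells as full inhibition for full effect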
Target sequence (P05186 whole entry, looked up): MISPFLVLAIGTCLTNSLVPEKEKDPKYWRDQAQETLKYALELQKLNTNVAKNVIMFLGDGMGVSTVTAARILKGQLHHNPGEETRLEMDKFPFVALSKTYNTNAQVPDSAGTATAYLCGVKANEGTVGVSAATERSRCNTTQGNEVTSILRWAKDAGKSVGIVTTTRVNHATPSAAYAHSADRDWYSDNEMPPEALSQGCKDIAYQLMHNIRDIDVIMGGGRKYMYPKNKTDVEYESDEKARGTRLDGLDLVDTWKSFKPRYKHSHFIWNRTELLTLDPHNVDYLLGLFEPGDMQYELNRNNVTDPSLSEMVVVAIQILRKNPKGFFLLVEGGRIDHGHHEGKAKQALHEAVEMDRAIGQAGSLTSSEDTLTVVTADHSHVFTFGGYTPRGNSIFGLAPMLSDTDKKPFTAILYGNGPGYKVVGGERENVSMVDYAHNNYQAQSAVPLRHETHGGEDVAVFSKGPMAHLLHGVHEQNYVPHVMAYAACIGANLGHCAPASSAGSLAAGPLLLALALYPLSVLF
Diaphorase inh: diaphorase inhibitors and chemical oxidizers, primary screen, counter-screen for diaphorase-coupled primary assays, biochemical, uHTS, resorufin fluorescence; diaphorase resazurin-to-resorufin fluorescence, NADH, 16 min; bacterial (C. kluyveri) enzyme, not human; inhibition, % at 20 µM; hit rate 0.69% among 190,000; AID 1217, 2008;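 active means primary screen inhibition at 20 µM above a set limit, cut at about 50% in these data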;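 further: plate controls were DMSO with full reaction for no effect and wells lacking NADH for full effect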
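Test system: bacterial diaphorase enzyme (C. kluyveri); Quantity: 0.14 U/mL diaphorase, enzyme working solution; Times: reaction incubation of 16 min at room temperature; Measured by: fluorescence of resorufin formed from resazurin, Ex 544/Em 590 nm; Benchmarks: positive control minus NADH, DMSO neutral control.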
Diaphorase act: compounds boosting diaphorase resazurin reduction – biochemical, uHTS, resorufin fluorescence, counter-screen for diaphorase-coupled primary assays, primary screen; Diaphorase/resazurin coupled assay, 16 min; active compounds read high; 1 = vehicle wells, 0 = NADH-free wells; activation factor at 20 µM; hit rate 0.005% among 190,000; AID 1229, 2008;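 active means diaphorase activity raised at least twofold by the compound at 20 µM; inactive means activation factor below 2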
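Material: purified diaphorase enzyme from Clostridium kluyveri / Medium: HEPES pH 7.4 buffer with MgCl2 and Tween 20 / Schedule: enzyme reaction of 16 min at room temperature / Measured by: resorufin fluorescence, excitation 544 nm, emission 590 nm / Evaluation: rise in resorufin formation, marking diaphorase activation or chemical reduction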
L major viab: Leishmania major promastigote growth inhibition, primary screen; Leishmania major promastigotes, resazurin fluorescence viability; inhibition, % at 10 µM; hit rate 9% among 200,000; AID 1063, 2008; in the data active means inhibition above about 50%;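 further: promastigotes grown with compound for 44 hours at 28 °C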
TNAP inh noacc: human TNAP enzyme inhibitors, primary screen, biochemical, luminescent, no phosphate acceptor, uHTS | inhibition, % at 20 µM | purified TNAP, CDP-star luminescence, 30 min | AID 1012, 2008 | hit rate 0.26% among 200,000 | Alkaline phosphatase, tissue-nonspecific isozyme (Homo sapiens), P05186;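 active means tissue-nonspecific alkaline phosphatase inhibition above about 50% at 20 µM in the single-dose screen, limit read from the data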;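 further: 0% = DMSO negative control and 100% = EDTA positive control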
bIAP inh: bovine intestinal alkaline phosphatase inhibitors, primary screen, selectivity assay for TNAP inhibitor project, biochemical, bovine IAP, CDP-star luminescence; alkaline phosphatase, intestinal [Bos taurus]; purified bovine IAP, 30 min; inhibition, % at 20 µM; 190,000 tested, under 10 active; AID 1019, 2008;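 active means over 50% inhibition of intestinal alkaline phosphatase at 20 µM in the single-dose screen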
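System: purified bovine intestinal alkaline phosphatase (IAP) enzyme; Input: IAP diluted 1/65,000,000 in the well; Measured by: CDP-star luminescence signal; Compound dosing: 20 µM single dose; Incubation: 30 min reaction at room temperature.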
PMI act satM6P: human PMI activators, high substrate, primary screen, biochemical, fluorescence intensity, near-saturating mannose 6-phosphate | hit rate 0.34% among 190,000 | activation factor at 20 µM | coupled PMI enzyme assay, resazurin fluorescence, 20 min; active compounds read high; 1 = untreated enzyme, 0 = substrate-free blank;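 active means activation factor of 2 or more at 20 µM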
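Test system: Human PMI in coupled enzyme assay | Input: 15 ng/mL PMI | Medium: HEPES-buffered pH 7.4 with magnesium and detergent | Compound: One concentration, 20 µM, in 1% DMSO | Incubation: Enzyme reaction with compound 20 min at room temperature | Detection: Diaphorase-driven resazurin-to-resorufin fluorescence, excitation 544, emission 590 nm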
TNAP act hiacc: TNAP activators at high phosphate acceptor level, primary screen, biochemical, luminescence, uHTS; Alkaline phosphatase, tissue-nonspecific isozyme (Homo sapiens), P05186; purified TNAP, CDP-star luminescence, 1 M DEA, 30 min; active compounds read high; 0 = EDTA background, 1 = DMSO-only activity; activation factor at 20 µM; 200,000 tested, under 10 active; AID 1136, 2008;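 active means activation factor at least 2 at 20 µM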
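Assay system: human TNAP; Input: enzyme diluted 1/800 final; Reagent: CDP-star luminogenic substrate at 100 µM final; Timing: 30 min, room temperature; Signal: luminescence; Evaluation: TNAP activation factor scaled between EDTA and DMSO control wells.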
* hit, by the source's call; . = not tested or not shown.

SMILES	PMI activator	bIAP act	TNAP inh hi DEA	Diaphorase inh	Diaphorase act	L major viab	TNAP inh noacc	bIAP inh	PMI act satM6P	TNAP act hiacc
CC(=O)c1ccccc1N(C(=O)c1ccco1)C(C(=O)NC1CCCC1)c1ccc(N2CCOCC2)cc1 (centres undefined)	0.9	1.1	-4.0	9.3	0.9	-5.8	-6.9	-10.9	0.9	1
COc1cc(C2C(C#N)=C(N)Oc3c2ccc2ccccc32)ccc1OCC(=O)Nc1ccccc1C (centres undefined)	0.9	1	-0.6	18.3	0.8	23.4	-6.2	-0.1	0.8	1
Nc1cc(N)nc(SCC(=O)N2CCN(C(=O)c3ccco3)CC2)n1	1	1	-0.2	9.9	0.9	-5.3	0.3	4.8	1	1
N#Cc1cccc(NC(=O)COC(=O)c2cccc(N3C(=O)c4ccccc4C3=O)c2)c1	0.9	1	-0.3	13.3	0.9	-6.7	-4.8	-2.6	1	1
CC(=O)Nc1ccc(NC(=O)C(C)OC(=O)CN(C)S(=O)(=O)c2ccc(Cl)cc2)cc1 (centres undefined)	1	0.9	-3.8	7.8	0.9	-1.4	-18.0	10.8	1	1
Cc1cc(NC(=O)CN(C)C)c([N+](=O)[O-])cc1C	1	1	-2.1	-8.0	1.1	-8.4	-11.8	-3.4	1.1	1
COc1ccc(C2=NN(C(=O)CSc3nc4ccccc4s3)C(c3ccc(F)cc3)C2)cc1 (centres undefined)	0.8	0.9	-5.6	19.3	0.8	13.3	-1.6	7.2	1	1.1
O=C(CCc1ccc(Oc2cc([N+](=O)[O-])cc([N+](=O)[O-])c2)cc1)Nc1cccc(Cl)c1	0.8	0.9	-3.0	17.8	0.8	100.1*	-9.5	7.2	0.9	1
O=C(COC(=O)c1n[nH]c2ccccc12)c1cc(F)ccc1F	1	0.8	-1.6	16.7	0.8	-8.7	47.7	15.3	1	1
COc1cc(CNCc2ccccn2)ccc1OCc1ccc(Cl)c(Cl)c1	1.1	2.4*	-4.0	-28.2	1.3	100.0*	-172.6	-141.8	1.1	1
Cc1ccc(C)c(NC(=O)C(OC(=O)c2ccc(C)s2)c2ccccc2)c1 (centres undefined)	0.8	0.8	3.3	12.3	0.9	13.9	-5.4	18.1	0.9	1
CCCCN=C(C)C1=C(O)CSC1=O	1	1	-2.4	15.8	0.8	-7.1	-10.9	3.4	0.9	1
Cc1ccc(NC(=O)C2CCN(S(=O)(=O)c3cccc4cccnc34)CC2)nc1	1	0.9	-4.2	18.7	0.8	0.2	-14.6	7.1	1	1
Nc1cccc2c1C(=O)N(C(=O)c1cccc(S(=O)(=O)N3CCCC3)c1)C2=O	1	1	-1.9	3.2	1	-5.2	-5.4	-3.1	1	1
CC(C)Oc1ccc(CC2CCC(=O)N(C)C2=O)cc1 (centres undefined)	1	0.8	-3.1	10.9	0.9	32.7	-34.5	15.5	1	1
Cc1cccc(C(=O)NCC(=O)OCC(=O)N2CC3(C)CC2CC(C)(C)C3)c1 (centres undefined)	1	0.7	-0.7	12.7	0.9	43.9	-5.4	34.7	1	1
Cc1nc(Nc2ccccc2)sc1-c1ccccc1	0.8	1	-4.9	7.9	0.9	-1.2	-10.4	-2.6	0.9	1
COCCCn1ccc(O)c(Cc2ccc(F)cc2)c1=O	1	1.1	-2.8	1.2	1	-2.7	-13.0	-14.7	1.1	1
Cn1c(CCN2CCCCC2)nc2cc(NC(=O)NC3CCCCC3)ccc21	0.9	1.8	-1.8	6.0	0.9	.	-22.6	-76.9	0.8	1
CCNc1nc(SC(C)C(=O)OC)nc(N2CCOCC2)n1 (centres undefined)	1	1.1	-3.7	8.5	0.9	-5.6	-13.7	-6.1	1	1
O=C(Nc1ccc(F)cc1)c1sc(Cl)nc1-c1ccccc1	0.9	0.4	-4.1	16.3	0.8	-5.8	0.8	.	0.9	1
Cc1oc2c(c(=O)c1C)C(=O)CC(c1ccccc1)C2 (centres undefined)	1	1	0.9	-11.1	1.1	-8.6	-3.7	4.8	1.2	1
FC(F)Sc1nnc(-c2cccs2)n1-c1ccccc1	1	0.8	0.9	8.7	0.9	-2.8	-9.0	22.0	0.9	1
Cc1ccc(-c2nnc(Nc3ccc(C(N)=O)cc3)c3ccccc23)cc1S(=O)(=O)NCC1CCCO1 (centres undefined)	0.9	1	-1.8	26.8	0.7	-5.3	8.5	2.3	0.9	1
Cc1ccc(Cn2cccc(NC(=O)NC3CCCCC3)c2=O)cc1	1	0.9	-4.2	9.1	0.9	85.8*	1.6	7.2	0.8	1
O=C(CN1CCN(c2ccccc2O)CC1)NC(c1ccccc1)c1ccccc1	0.9	0.7	6.8	11.6	0.9	43.0	-1.4	27.7	0.8	0.9
Cc1ccc(NC(=O)CCC(=O)NNC(=O)c2ccccc2[N+](=O)[O-])c(C)c1	1.1	1.3	-5.0	-0.7	1	-8.2	-20.1	-34.5	1.1	1.1
Cc1ccc(-c2noc(-c3ccoc3C)n2)cc1	1	1	-1.5	-0.8	1	-4.6	-3.8	3.5	1	1
Cc1ncc([N+](=O)[O-])n1CCOC(=O)c1cc(Cl)cc(Cl)c1N	0.9	0.8	1.0	39.7	0.6	60.1*	-1.7	23.3	0.5	1
Cc1cc(C)c(S(=O)(=O)c2c(C)cccc2C)c(OCC(C)C)n1	0.9	0.8	6.2	9.1	0.9	95.7*	-8.2	22.6	0.9	0.9
CC(C)(C)c1ccc(OCC(=O)O)cc1	1	0.9	1.1	5.4	0.9	-5.5	-6.9	7.3	1	1
CCOC(=O)c1ccc(NC(=O)CC2C(=O)OCCN2CC)cc1 (centres undefined)	1	1.1	1.5	6.2	0.9	-0.5	-8.0	-6.2	1	1
COc1cccc(C(=O)N2CCCC(CCC(=O)NCc3ccc(F)c(F)c3)C2)c1 (centres undefined)	1	1.2	-4.3	1.0	1	6.4	-6.7	-18.7	1.1	1
CCN1CCN(c2cc(C)c3cc(NC(=O)c4ccc5c(c4)OCO5)ccc3n2)CC1	0.9	0.9	-0.7	-6.6	1.1	100.3*	-8.2	12.7	0.9	1
Cc1ccc(/C=C/C(=O)Nc2cccc(S(=O)(=O)N3CCOCC3)c2)o1	1	0.6	3.6	22.8	0.8	-1.4	2.2	44.0	1.2	1
Nc1nnc(SCc2ccc(F)cc2)n1-c1ccccc1	1	0.8	-3.2	12.5	0.9	-5.8	-10.0	23.5	1	1
COC(=O)c1ccccc1NC(=O)C1CC(=O)N(c2ccc(C)c(C)c2)C1 (centres undefined)	0.9	0.9	-2.0	13.8	0.9	-0.2	-8.9	9.4	0.9	1
CC1CCCN(S(=O)(=O)c2coc(C(N)=O)c2)C1 (centres undefined)	1.1	0.9	-4.8	-2.7	1	-3.2	-14.7	5.0	0.9	1
Cc1cc(NC(=O)Cn2nc(C)c([N+](=O)[O-])c2C)no1	0.9	1	-6.3	21.9	0.8	0.8	-13.4	-2.5	0.9	1.1
COCCNS(=O)(=O)c1cc(OC)c(Cl)cc1Cl	0.8	0.8	-7.4	16.4	0.8	2.6	-7.8	21.9	0.9	1.1
Nc1ccc2oc(-c3ccccc3Cl)nc2c1	0.9	0.8	-2.4	13.8	0.9	-0.2	-10.0	17.0	0.8	1

Ordered by number of heavy atoms (descending): 4 of the compounds above.
SMILES	PMI activator	bIAP act	TNAP inh hi DEA	Diaphorase inh	Diaphorase act	L major viab	TNAP inh noacc	bIAP inh	PMI act satM6P	TNAP act hiacc
COc1ccc(C2=NN(C(=O)CSc3nc4ccccc4s3)C(c3ccc(F)cc3)C2)cc1 (centres undefined)	0.8	0.9	-5.6	19.3	0.8	13.3	-1.6	7.2	1	1.1
CCN1CCN(c2cc(C)c3cc(NC(=O)c4ccc5c(c4)OCO5)ccc3n2)CC1	0.9	0.9	-0.7	-6.6	1.1	100.3*	-8.2	12.7	0.9	1
Cc1ccc(NC(=O)CCC(=O)NNC(=O)c2ccccc2[N+](=O)[O-])c(C)c1	1.1	1.3	-5.0	-0.7	1	-8.2	-20.1	-34.5	1.1	1.1
Nc1cc(N)nc(SCC(=O)N2CCN(C(=O)c3ccco3)CC2)n1	1	1	-0.2	9.9	0.9	-5.3	0.3	4.8	1	1

Screening data deposited in PubChem BioAssay by several laboratories.
